Screening data deposited in PubChem BioAssay by National Center for Advancing Translational Sciences (NCATS).
IL2 activator = activates IL-2 in a cell-based reporter assay. IL-2 activation reporter assay, cell-based qHTS; stimulated with anti-CD3/CD4/CD28 beads; in transgenic mouse T cells. activation, % (series mostly up to about 46 µM). 360,000 tested, 0.065% active. AID 652025; in the data active = activation above about 50%; inconclusive = mostly about 30% to 49%; also: 0% is about no effect
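First, unstimulated transgenic mouse T cells were exposed to compound for 60 min. Next, anti-CD3/anti-CD4-coated beads with anti-CD28 were added. Finally, after 18 h at 37 degrees C, EGFP and DsRed were imaged.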
WRN helicase inh = WRN helicase (human) inhibition; WRN helicase unwinding, fluorescent forked duplex, kinetic; AID 651768; Potency, µM (highest dose often 114 µM), for inactives: top-dose activity change, negative = inhibition, most hits filed as inhibitors; Q14191; 360,000 tested, 0.46% active; also: potency is read from the fitted curve at half-maximal effect; % is scaled to controls: 0 for no effect and ±100 for the full control effect; nearly all actives have a fitted effect of over 55% in size
Target sequence (Q14191 whole entry, looked up): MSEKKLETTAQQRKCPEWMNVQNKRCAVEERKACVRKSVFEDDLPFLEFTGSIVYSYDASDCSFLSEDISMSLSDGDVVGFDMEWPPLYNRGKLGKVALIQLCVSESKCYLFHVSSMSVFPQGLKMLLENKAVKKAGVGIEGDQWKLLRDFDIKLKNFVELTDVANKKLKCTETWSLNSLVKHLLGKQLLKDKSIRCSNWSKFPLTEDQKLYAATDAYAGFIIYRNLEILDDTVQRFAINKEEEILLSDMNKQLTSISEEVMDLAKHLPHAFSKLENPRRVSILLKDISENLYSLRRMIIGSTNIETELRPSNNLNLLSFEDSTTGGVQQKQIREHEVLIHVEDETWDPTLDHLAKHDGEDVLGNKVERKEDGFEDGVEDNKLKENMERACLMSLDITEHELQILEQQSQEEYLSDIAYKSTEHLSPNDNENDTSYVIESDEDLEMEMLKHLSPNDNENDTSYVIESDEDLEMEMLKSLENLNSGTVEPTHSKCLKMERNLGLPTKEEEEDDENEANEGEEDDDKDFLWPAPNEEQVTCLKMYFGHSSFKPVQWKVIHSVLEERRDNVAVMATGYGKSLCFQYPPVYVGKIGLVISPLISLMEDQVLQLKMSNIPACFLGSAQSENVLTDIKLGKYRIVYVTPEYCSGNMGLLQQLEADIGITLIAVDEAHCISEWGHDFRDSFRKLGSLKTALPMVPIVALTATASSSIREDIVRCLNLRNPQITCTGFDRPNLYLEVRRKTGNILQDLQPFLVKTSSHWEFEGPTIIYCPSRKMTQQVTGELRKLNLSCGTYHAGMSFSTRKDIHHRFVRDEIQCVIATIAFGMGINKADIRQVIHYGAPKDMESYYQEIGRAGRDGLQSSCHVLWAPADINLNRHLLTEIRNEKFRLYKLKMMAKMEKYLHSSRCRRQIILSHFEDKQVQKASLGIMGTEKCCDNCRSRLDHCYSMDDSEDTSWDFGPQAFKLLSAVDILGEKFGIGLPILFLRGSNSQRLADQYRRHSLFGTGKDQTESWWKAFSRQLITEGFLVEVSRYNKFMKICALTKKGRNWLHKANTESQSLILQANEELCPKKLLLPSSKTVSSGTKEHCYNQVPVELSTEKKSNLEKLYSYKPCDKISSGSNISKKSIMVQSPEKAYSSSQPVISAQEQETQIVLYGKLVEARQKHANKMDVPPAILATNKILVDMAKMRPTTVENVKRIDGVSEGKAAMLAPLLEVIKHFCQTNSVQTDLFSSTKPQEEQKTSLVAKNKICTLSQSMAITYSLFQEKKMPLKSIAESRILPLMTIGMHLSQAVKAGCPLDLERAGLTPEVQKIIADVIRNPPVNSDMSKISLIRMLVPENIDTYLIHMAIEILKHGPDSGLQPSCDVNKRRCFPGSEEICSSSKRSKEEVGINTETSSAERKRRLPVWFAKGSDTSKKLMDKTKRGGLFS
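Enzyme (20 nM final) and test compound sit together 15 min at room temperature before substrate addition. Substrate is a single-forked duplex oligonucleotide (100 nM) labelled with fluorophore and quencher, with 2 mM ATP; helicase unwinding raises red fluorescence, read kinetically.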
PI5P4K alpha inh = PI5P4K alpha (human) kinase inhibition; PI5P4Kalpha enzyme, ADP-Glo luminescence, 60 min; hits give low values; P48426; AID 652105; 330,000 tested, 1.2% active; max response, %; active = max response of -50% or lower; inconclusive = between -30% and -50%; inactive = -30% or higher; also: value at the top dose of about 77 µM; % is scaled to controls: 0 for no effect and ±100 for the full control effect
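Luminescence from ADP-Glo served as readout of PI5P4Kalpha activity in a qHTS format. Reaction: enzyme, substrate, compound, ATP at 5 microM final, 60 min at RT.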
FUS suppressor = suppressors of FUS proteinopathy in yeast; S. cerevisiae FUS-expressing, growth rescue, OD600, 24 h; 390,000 tested, 0.24% active; Potency, µM (titrated, usually from 76.6 µM), without a hit: at the top dose growth rescue (activation), hits mostly activators; AID 1347120;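 also: potency is read from the fitted curve at half-maximal effect; plate controls were DMSO vehicle for no effect and reference control for full effect; nearly all actives have a fitted effect of over 55% in size; some results filed as inactive show a strong effect at the top dose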
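Read-out: OD at 600 nm after 24hr at 30C, reporting rescue of FUS-induced yeast toxicity. Cells at OD 0.005 in galactose (2%) minimal medium; compounds tested in a dilution series; CP55940 titration from 92uM final as control.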
EPAC1 antagonist = blocks human EPAC1 exchange factor | 360,000 tested, 0.14% active | Potency, µM (top dose mostly 115 µM), without a hit: at the top dose activity change, negative = inhibition, hits mostly inhibitors | EPAC1 GEF assay, Rap1b-BODIPY-GDP exchange fluorescence;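 also: potency is read from the fitted curve at half-maximal effect; plate controls were vehicle for no effect and positive control for full effect; nearly all actives have a fitted effect of over 50% in size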
PLK1 PBD inh = inhibitors of human PLK1 polo-box domain binding; P53350; Plk1 PBD binding of FITC phosphopeptide, fluorescence polarization; Potency, µM, inactives show max response, negative = inhibition, usual class: inhibitors; 360,000 tested, 2.8% active; AID 720504; also: potency is read from the fitted curve at half-maximal effect; series mostly up to about 57 µM; % is scaled to controls: 0 for no effect and ±100 for the full control effect; nearly all actives have a fitted effect of over 65% in size
EPAC1 ag = EPAC1 (human) agonism; EPAC1 agonist qHTS, biochemical assay; response scale: 100% = response to 6.5 mM cAMP; 360,000 tested, 0.073% active; AID 720707; Potency, µM (highest dose often 154 µM), for the others: top-dose activation, actives largely listed as activators; also: potency is read from the fitted curve at half-maximal effect; nearly all actives have a fitted effect of over 60% in size
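Nucleotide exchange by EPAC1 (100 nM) on Rap1B–BODIPY-GDP (250 nM) in the presence of 50 uM GDP is tracked fluorescently at 480/540 nm over 30 min. Signals are normalized to a 6.5 mM cAMP control.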
Abeta rescue = restores growth of yeast expressing A-beta42 peptide. yeast expressing A-beta42, growth rescue, OD600, 48 h; response scale: 0% DMSO, 100% iron-clioquinol control. Potency, µM (highest dose often 46.1 µM), inactives show at the highest dose growth rescue, usual class: activators. 410,000 tested, 0.063% active. AID 1347071; also: potency is read from the fitted curve at half-maximal effect; nearly all actives have a fitted effect of over 55% in size
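Growth rescue measured by 600 nm absorbance after 48 h yeast culture at 30 C with compound. Values normalized between DMSO and an equimolar ferric chloride plus clioquinol control.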
The depositor's hits bear a star; ? = inconclusive; . = no result given; & = joins results of further samples; [ ] = remark or other dose. Unless noted, calls follow the shape of the dose curve; as a rule, active = well fitted curve in the direction sought with a large enough effect; inconclusive = small, poorly fitted or top-dose-only effect, or another doubt; inactive = no such curve, though single readings can be large; an effect the other way counts as inactive or inconclusive.

Below each SMILES – IL2 activator, WRN helicase inh, PI5P4K alpha inh, FUS suppressor, EPAC1 antagonist, PLK1 PBD inh, EPAC1 ag, Abeta rescue
- Cc1cccc(C)c1OCC(=O)NCc1nnc(SCC(=O)NC2CCCCC2C)n1C (stereo not drawn)
  -0.1, -3%, ., 11%, 5%, 3%, 4%, 10%
- O=C(Nc1ccccc1)C1=C[C@@H](c2ccc3c(c2)OCO3)C[C@@H](OCCCCO)O1
  0.2, 5%, 1, 19%, -6%, 2%, 3%, 4%
- COC(=O)c1c(NC(=O)COC(=O)c2ccccc2O)sc2c1CCCCC2
  0.3, 2%[57.1 µM], 1, -3%, 14%, -4%, 8%, 2%
- CCOc1ccc(CCNC(=O)c2cc3sccc3n2CC)cc1OCC
  -3.2, -6%, ., 13%&34%, -19%, 0%, 10%, ?
- C[C@H](NC(=O)c1ccccc1Cl)C(=O)OC(C(=O)Nc1cc(C(F)(F)F)ccc1Cl)c1ccccc1 (stereo partly drawn)
  -1.7, -3%[57.1 µM], 7, 31%, -20%, -8%, -3%, 4%
- CC1(C)C2(C#N)C(=O)NC(=O)C12C#N (stereo not drawn)
  0.3, 6%, 3, -28%, -7%, 4%, -5%, 6%
- Cc1nc(SCC(=O)NCc2ccc(F)cc2)c2c(=O)n(C)c(=O)n(C)c2n1
  2.6, 0%, 3, -18%, -3%, -6%, 3%, 10%
- CC(=O)N1CCN(c2ccc(Oc3nc(-c4ccccc4)nc4ccccc34)cc2)CC1
  0.1, -5%, 0, -7%, 9%, -5%, -5%, -19%
- Cc1cccnc1NC(=S)NCc1ccco1
  -3.4, 5%, -18, -29%, -2%, 2%, 2%, ?
- O=C(Nc1ccn(CCCNCc2cccc3ccccc23)c(=O)n1)OCc1ccccc1
  -3.5, -10%, -12, ?, -3%, -3%, -14%, -7%
- CCCCn1c2c(c(=N)c3ccccc31)CCC2
  0.3, -19%, 4, -6%, -23%, -3%, 2%, -9%
- COC(=O)C1C2C=CC(C3CC23)C1C(=O)OCC(=O)c1ccccc1 (stereo not drawn)
  -0.1, 0%, ., 13%, -5%, -3%, 8%, 2%
- Cc1cc(C)n(CC(=O)NCc2ccccc2)c(=O)c1C#N
  -0.1, 0%, 3, -10%, -5%, -14%, -5%, -17%
- COc1ccc2sc(N(CCCN(C)C)C(=O)c3ccc(S(=O)(=O)N4CCCC4)cc3)nc2c1
  0.4, -31%, 8, 13%, -8%, -9%, 0%, -19%
- CSc1cccc(NC(=O)CC2Oc3ccccc3NC2=O)c1 (stereo not drawn)
  0.7, 2%, 10, -6%, 10%, -24%, -1%, -17%
- COc1cccc(C(=O)NCCS(=O)(=O)NCCCc2ccccc2)c1
  0.0, 1%, 1, ., -5%, -5%, -3%, -6%
- Cc1ccc(NC(=O)CN(C)C(=O)/C=C/c2ccc3c(c2)OCO3)cc1
  -0.2, -4%, 5, -4%, 3%, -2%, 13%, 16%
- CCOc1ccc(Nc2oc(-c3ccccc3Cl)nc2C#N)cc1
  0.4, -8%, ., ?, -3%, 2%, 6%, 8%
- CCCCCCC1(C)NC(=S)N(c2ccccc2)N1 (stereo not drawn)
  -2.2, -11%, -24, -5%, 12%, 19µM*, 3%, -2%
- COc1ccc(C(=O)NCCS(=O)(=O)N(C)C2CCCCC2)cc1
  0.0, 1%, 3, ., -7%, -8%, 9%, 7%
- Cc1ccnc(NS(=O)(=O)c2ccc(NC(=O)c3oc4ccccc4c3C)cc2)n1
  6.2, -16%, -2, 9%, 9%, -6%, -5%, 2%
- Cc1ccc(-n2c(N)c(S(=O)(=O)c3ccccc3)c3nc4ccccc4nc32)cc1
  -4.3, 6%, -10, -9%, 31%[activator], -3%, 1%, -9%
- COc1ccc(C2N(c3ccc(OC)cc3)C(=O)C3CCCN32)cc1 (stereo not drawn)
  -2.2, 0%, -5, 19%, -5%, 4%, 4%, -9%
- CCOC1=C2CN(S(=O)(=O)c3ccc(C)cc3)[C@H](c3ccc(CC)cc3)C[C@@H]2N(S(=O)(=O)c2ccc(C)cc2)[C@H](c2ccccc2)C1
  -0.7, -5%, 2, -10%, -1%, -8%, 10%, -9%
- Cc1ccc(N(Cc2ccc(C(=O)NN=C3CCN(C)CC3)cc2)S(C)(=O)=O)cc1C
  -0.4, -7%, -9, ?, 0%, -3%, 4%, 16%
- O=C(CCN1C(=O)c2ccccc2C1=O)C1=NN[C@@H]2C(=O)N(c3cccc(F)c3)C(=O)[C@H]12
  -1.2, 2%, -1, ., 1%, 1%, -9%, -9%
- COc1ccc(-c2noc3c2-c2nc(-c4c(F)cccc4F)sc2CC3)cc1
  -0.2, -1%, -3, -18%, -2%, -15%, 2%, -11%
- COc1ccc(NC(=O)CSCC(=O)N(C)Cc2c(F)cccc2Cl)cc1
  -0.7, -7%, 7, 9%, 2%, -5%, -8%, 0%
- [N-]=[N+]=NC1CC(CO)OC1n1ccc(=O)[nH]c1=O (stereo not drawn)
  -0.3, -1%, 10, -5%, -22%, -5%, 23%, -2%
- COc1cc(/C=C(\C(=O)O)c2ccc(S(=O)(=O)N3CCCC3)s2)ccc1OCCC(C)C
  1.3, -9%, -3, 17%, -21%, -14%, -8%, -7%
- O=C(c1cccc(C(F)(F)F)c1)N1CCN(C2CCCCC2)CC1
  -1.2, 0%, ., 8%, 3%, -16%, 0%, -4%
- O=C(c1ccc(Cl)cc1)n1c(NCc2ccccc2)n[nH]c1=S
  -0.3, -1%, -3, 9%, 1%, -4%, -7%, -8%
- COCCN1Cc2cccc(C(=O)NC(C)CCc3ccco3)c2C1=O (stereo not drawn)
  3.4, -8%, 5, 24%, -11%, -18%, -7%, -6%
- CCOC(=O)C(=O)NNc1cccc(C)c1C
  -0.2, -11%, 1, ., -22%, -14%, 3%, 17%
- COc1ccc(C(=O)N2CCN=C2c2ccccc2)cc1OC
  -1.6, -1%, 7, 18%, 15%, -3%, 12%, 15%
- CC1(C)CC(=O)c2cc(OCC(=O)NCc3cccnc3)ccc2O1
  -2.1, 9%, ., 11%, 10%, 1%, -4%, 0%
- COCCCNC(=O)CSc1nc2sc(C(=O)OC)c(C)c2c(=O)n1N
  -3.9, 4%[57.1 µM], 5, 7%, -28%, 2%, -1%, -14%
- CC(C)(C)NC(=O)COC(=O)c1cc(S(=O)(=O)N2CCCCC2)ccc1N1CCOCC1
  1.1, 3%, -6, 17%, -1%, 1%, 0%, 24%
- CNC(=S)N/N=C/c1cn(Cc2ccc(F)cc2)c2ccccc12
  0.6, -9%, 4, 17%, -12%, -8%, 9%, 24%
- ON=C1c2ccccc2-c2ccc(Br)cc21
  0.8, -8%, 23, ., -13%, -7%, 9%, -58%[inhibitor]
- Cc1ccc(Cl)cc1NC(=O)CCC(=O)O
  1.5, 6%, 6, 0%, 9%, 0%, -4%, 11%
- Cc1oc2c(O)c(O)ccc2c(=O)c1-c1ccc(Cl)cc1
  -2.4, ?, -19, 18%, -19%, -14%, -3%, -7%
- O=C(N1CCOCC1)N1c2ccccc2CC(N2CCOCC2)c2ccccc21 (stereo not drawn)
  2.2, -1%, -1, -17%, -10%, 0%, 4%, 13%
- Cc1c(C)c2cc(Cl)c(O)c(CN3CCCCC3)c2oc1=O
  -1.5, 5%, ., 35%, 2%, -10%, 6%, 1%
- COc1cc(Cl)c(C)cc1NC(=O)COC(=O)c1ccc(CN2CCCC2=O)cc1
  -0.5, 12%, 2, 23%, -3%, -2%, -18%, 0%
- Cc1cc(=O)n(C)c(=O)n1CCCCCN1CCCC1
  -0.6, 3%, 0, 6%, 8%, -5%, 3%, 22%
- Cc1nn(C)c(C)c1NC(=O)c1ccc(Cl)cc1
  -1.1, 4%, -10, 12%, 0%, 30µM*, 1%, 12%
- Cc1c(NC(=S)N/N=C/C=C/c2ccccc2)c(=O)n(-c2ccccc2)n1C
  -0.4, -9%, -5, 25%, -3%, -22%, 4%, 8%
- C#CCSc1nnc(-c2cc3c(C(F)(F)F)nn(C)c3s2)n1C
  -0.5, -23%, -4, 47%, -1%, 1%, 4%, -4%
- Cc1nnc(SCC(=O)N/N=C/c2cn(-c3ccccc3)nc2-c2ccc(F)cc2)n1-c1ccccc1
  1.0, -17%, 12, -22%, -23%, -2%, 3%, -16%[9.22 µM]
- Cc1ccc(S(=O)(=O)N2CCN(C(=O)C(C)Cn3nc(C)c(C)c3C)CC2)cc1 (stereo not drawn)
  -2.9, 7%, 15, 11%, 0%, -3%, -5%, 19%
- COc1ccc(NC(=O)c2cnc(SC)n2-c2ccc(F)cc2)c(OC)c1
  -2.5, -5%, -8, 23%, 9%, -12%, 0%, -7%
- CC1=CCP(=O)(c2ccccc2)C1 (stereo not drawn)
  -0.8, -2%, 2, -6%, 12%, -7%, 6%, -3%
- C[C@@H]1CN([C@H](C)CO)C(=O)c2cc(Br)cnc2O[C@H]1CN(C)C
  -1.3, 3%, 7, -17%, -10%, -3%, -13%, 3%
- CN1CCN(S(=O)(=O)c2cc([N+](=O)[O-])ccc2N/N=C/c2ccc(Cl)cc2)CC1
  6.8, 2%, 2, 17%, -12%, -7%, 4%, -11%
- ClC1(Cl)CC1CSc1nnc(-c2ccncc2)o1 (stereo not drawn)
  1.0, -3%, 4, -17%, 11%, -3%, -5%, 0%
- CCOC(=O)c1[nH]c(C)c(C(=O)Nc2ccc3c(c2)OCCO3)c1C
  -2.1, -7%, ., -4%, 1%, 4%, 8%, 7%
- Nc1cnnc(N/N=C\c2ccccc2)c1Cl
  0.4, 3%, -7, 13%, 14%, 3%, 8%, -3%
- Cc1ccccc1C(=O)N/N=C/c1ccc([N+](=O)[O-])s1
  -1.0, -12%[57.1 µM], ., 21%, 9%, -9%, 1%, 0%
- O=C1CC(N2CCOCC2)C(=O)N1CCc1ccccc1 (stereo not drawn)
  0.1, 1%, 5, 3%, 1%, -8%, 8%, 1%
- COCCNC(=O)C(c1cccnc1)N(Cc1ccccc1)C(=O)Cn1nnc2ccccc21 (stereo not drawn)
  0.6, -3%, 8, -32%, 7%, 3%, -10%, 10%
- COCc1ccc(C(=O)N2CCC(CCC(=O)Nc3cccc(C)c3)CC2)s1
  -2.3, 10%, -2, 30%, 12%, 3%, -7%, 15%

Entries of single compounds, looked up by structure. Order of values: IL2 activator	WRN helicase inh	PI5P4K alpha inh	FUS suppressor	EPAC1 antagonist	PLK1 PBD inh	EPAC1 ag	Abeta rescue
Entry for COc1cc(Cl)c(C)cc1NC(=O)COC(=O)c1ccc(CN2CCCC2=O)cc1 → -0.5	12%	2	23%	-3%	-2%	-18%	0%
Entry for O=C(c1cccc(C(F)(F)F)c1)N1CCN(C2CCCCC2)CC1 → -1.2	0%	.	8%	3%	-16%	0%	-4%
